12-LOX inh: blocks human arachidonate 12S-lipoxygenase; purified 12hLO, xylenol orange hydroperoxide absorbance; 580,000 compounds, 1.1% hits; Potency, µM (top dose mostly 108 µM), inactives show at the highest dose activity change, negative = inhibition, usual class: inhibitors; AID 1671190; active means well fitted inhibition curve with a large enough effect; inconclusive means small, poorly fitted or top-dose-only effect, or another doubt; inactive means no such curve, though single readings can be large or run the other way
Target sequence (P18054 whole entry, looked up): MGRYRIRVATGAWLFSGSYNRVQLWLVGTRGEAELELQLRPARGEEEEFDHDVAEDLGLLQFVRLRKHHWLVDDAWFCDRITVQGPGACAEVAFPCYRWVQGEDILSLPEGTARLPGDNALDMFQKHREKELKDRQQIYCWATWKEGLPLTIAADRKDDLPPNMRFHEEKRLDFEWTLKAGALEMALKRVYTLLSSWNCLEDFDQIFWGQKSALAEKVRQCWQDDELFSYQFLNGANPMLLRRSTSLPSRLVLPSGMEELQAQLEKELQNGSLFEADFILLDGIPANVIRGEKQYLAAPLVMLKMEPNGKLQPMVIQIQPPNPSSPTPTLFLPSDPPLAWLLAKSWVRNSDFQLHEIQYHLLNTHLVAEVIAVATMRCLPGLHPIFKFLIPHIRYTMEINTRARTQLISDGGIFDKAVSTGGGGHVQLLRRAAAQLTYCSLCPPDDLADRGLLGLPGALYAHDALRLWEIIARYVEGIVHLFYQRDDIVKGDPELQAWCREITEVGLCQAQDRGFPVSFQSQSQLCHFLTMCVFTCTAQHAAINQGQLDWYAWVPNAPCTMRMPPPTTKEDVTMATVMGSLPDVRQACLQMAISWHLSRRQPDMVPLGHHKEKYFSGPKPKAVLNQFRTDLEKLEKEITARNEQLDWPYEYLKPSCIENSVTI
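Purified human 12hLO (150 nM final) in 25 mM Hepes, 0.01% Triton X-100, pH 7.0 was preincubated 15 min at room temperature with compound. Then 40 uM arachidonic acid was added, 30 min. Hydroperoxide was read by Fe-XO absorbance ratio 573/405 nm.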
Numbers without * were called inactive; u = inconclusive; [ ] = dose if it differs, or a comment. On the % scale 0 is the no-effect control and ±100 the full control effect; potency means the concentration at half of the fitted maximal effect. These rows are one share of the data; count on the stated rates, not on these rows.

SMILES	12-LOX inh
C[C@]1(CO)[C@H]2Cc3sc(NC(=O)c4ccco4)nc3[C@@H](CC(=O)NCCN3CCOCC3)[C@]2(C)CC[C@H]1O	19.3%
Cc1cccc(S(=O)(=O)N[C@@H]2CC[C@@H](CCNS(=O)(=O)c3ccccc3F)O[C@@H]2CO)c1	-8.6%
COCCNC(=O)[C@@H]1CCC[C@@H](NC(=O)c2cc(C)n(C)n2)CN(C)C(=O)C1	45.4%[activator][176 µM]
Cc1nc2sc3c(c2c(-c2ccc(Cl)cc2)c1C(N)=O)CCCC3	-20.6%
CCN(Cc1ccccc1)c1sc(S(=O)(=O)CC)nc1S(=O)(=O)c1ccc(C)cc1	-24.9%
CCOc1cc(C#N)c(NC(=O)c2ccc(C(C)(C)C)cc2)cc1OCC	-21.4%
CCOC(=O)C1=CCN(S(=O)(=O)c2cccc(Cl)c2)C1c1cccc(F)c1 (stereo not given)	-1.4%
COc1ccc(C(=O)N2CCC3(CC2)N(C)C(=O)CS3(=O)=O)cc1	8.9%
Cn1c(Cn2ccnc2)nnc1C1CCCN(C(=O)Nc2ccccc2F)C1 (stereo not given)	59.7%[activator]
CCCCCC(=O)N/N=C(/C)c1cccc(NC(=O)c2ccc(Cl)cc2)c1	4.1%

Laid out differently: results already given.
SMILES,12-LOX inh
COCCNC(=O)[C@@H]1CCC[C@@H](NC(=O)c2cc(C)n(C)n2)CN(C)C(=O)C1,45.4%[activator][176 µM]
Cc1nc2sc3c(c2c(-c2ccc(Cl)cc2)c1C(N)=O)CCCC3,-20.6%
CCN(Cc1ccccc1)c1sc(S(=O)(=O)CC)nc1S(=O)(=O)c1ccc(C)cc1,-24.9%
CCOc1cc(C#N)c(NC(=O)c2ccc(C(C)(C)C)cc2)cc1OCC,-21.4%
CCOC(=O)C1=CCN(S(=O)(=O)c2cccc(Cl)c2)C1c1cccc(F)c1 (stereo not given),-1.4%

Next entries follow.
SMILES	12-LOX inh
COc1ccc(-c2nc3ccccc3o2)cc1NC(=O)c1ccc2c(c1)OCO2	17.0%
Cn1cccc1CN1CCC2(C1)C(=O)Nc1ccccc12 (stereo not given)	12.7%[176 µM]
Cc1ccc(C)c(NC(=O)c2csc3c2CCCCC3)c1	u
Cc1cccn2c(CC(=O)NCC3CCN(c4cnn(C)c(=O)c4)C3)cnc12 (stereo not given)	-2.2%
Cc1noc(C)c1[S+](=O)([O-])NC1CCCN(c2nc3ncccc3o2)C1 (stereo not given)	3.7%
Clc1cccc(-c2cc3nc(NCCOc4ccccc4)ccn3n2)c1	-0.6%
Cc1c(-c2ccccc2)oc2c(C(=O)OCC(=O)Nc3ccc(F)c(F)c3F)cccc2c1=O	u
CC1(C(=O)NCc2ccco2)Cc2c(-c3cccc(C(N)=O)c3)ccnc2O1 (stereo not given)	-3.2%
COc1cc(OC)cc(C(=O)Nc2ccc(N3CCCC3)nc2)c1	0.7%
CC[C@H]1CN(Cc2ccc(OC)cc2O)CC[C@H]1CC(=O)N1CCOCC1	14.1%[176 µM]
Cc1ccc(Oc2ncccc2CNC(=O)C2CCc3ccccc32)cn1 (stereo not given)	29.1%
O=C(Nc1cnc(-c2cccc(Cl)c2)nc1)c1cc(F)cc(F)c1	15.7%
CNC(=O)[C@H]1C[C@H](Oc2cccnc2)CN1C(=O)Nc1ccccc1	16.9%
C[C@H](NC(=O)C[C@@H]1CC[C@H]2[C@@H](COC[C@H](O)CN2Cc2ccc(C(F)(F)F)cc2)O1)c1ccccc1	-8.8%
COc1ccc(-c2nc(C)nc3c2CN([S+](=O)([O-])c2onc(C)c2C)CC3)cc1	u
CCOc1cc(=O)n2c(c1C(=O)Nc1ccccc1)CCCC2	32.8%[activator]
CCCCN(CC#Cc1ccccc1)C(=O)c1cc(=O)n(C)c(=O)n1C	4.4%
COc1ccc(F)cc1S(=O)(=O)N1C[C@@H](F)C[C@H]1C(=O)N1CCc2ccccc2C1	-8.3%
C[C@@H]1CN(C(=O)c2cccc(N3CCNC3=O)c2)C[C@@]1(O)C1CC1	0.1%
Cc1ccc(OCCC2CCN(C(=O)Cc3cccnc3)C2)cc1 (stereo not given)	36.1%[activator]
NC1(CO)COC(c2ccccc2)OC1 (stereo not given)	2.0%
CCCCc1nnn2c1C1c3cc(Br)ccc3CCN1C(=O)C2 (stereo not given)	0.2%
O=C(Cn1ccc2ccccc21)NCc1ccc(Cl)cc1	51.4%[activator]
Cc1ccc(C)c(CC(=O)N2CCCC(c3cc(C(=O)Nc4ccc5c(c4)OCO5)no3)C2)c1 (stereo not given)	-24.9%
Cc1ccc(/C=C/C(=O)NCC(C)(C)CNC(=O)/C=C/c2ccc(C)o2)o1	u
C[C@H](CO)N1C[C@H](C)[C@H](CN(C)S(=O)(=O)c2cccs2)Oc2ncc(Br)cc2C1=O	-15.9%
NC(=O)C1CCN(C(=O)c2ccc3c(c2)CCN3S(=O)(=O)c2ccc(Cl)cc2)CC1	-29.3%
O=S(=O)(c1cccs1)N1CCCC2(C1)Nc1cccnc1NC2=NC1CCCC1 (stereo not given)	27.3%
C=CCSc1nc2c(N)ncnc2n1C1OC(CO)C(O)C1O (stereo not given)	-6.4%
N#CC(C(=O)Nc1ccccc1Cl)C(=O)c1ccccc1Cl (stereo not given)	2.3%
O=C(Cn1cc(C(F)(F)F)ccc1=O)Nc1ccc2c(c1)OCO2	-2.6%
c1ccc2c(-c3nn4c(C5CCCCC5)nnc4s3)c[nH]c2c1	-1.8%
O/N=C/c1cccs1	7.2%
C[C@H](CO)N1C[C@H](C)[C@@H](CN(C)C(=O)Nc2cc(F)ccc2F)Oc2ncc(-c3cccc(F)c3)cc2C1=O	u
CC(C)NCc1ccc(-c2ccc(C(C)O)cc2)o1 (stereo not given)	-24.8%
COC(=O)C1=CNC=C(C(=O)OC)C1c1ccc(C(F)(F)F)cc1	u
COc1ncccc1-c1nc(N2CCOCC2)cc2c1CN(CC(F)(F)F)C2=O	3.8%[176 µM]
CO[C@H]1C(=O)N(C2CCN(C(=O)c3cccc4[nH]ccc34)CC2)[C@H]1c1ccncc1	66.3%[activator]
COc1ccc(-c2ccc3c(c2)c(Sc2ccccc2)c(-c2ccccc2)n3C)cn1	5.8%
CN(CCc1noc(-c2ccccc2)n1)S(=O)(=O)c1cccc2nsnc12	-16.6%
NC(=O)CCC(NC(=O)OCc1ccccc1)C(=O)OCC(=O)c1ccccc1 (stereo not given)	-15.7%
C/C(c1cccs1)=[N+](\[O-])C(C)/C(=N/O)c1cccs1 (stereo not given)	22.5%
C[C@H](NC(=O)[C@@H]1CCCN1C(=O)[C@@H]1CCCN1C(=O)c1ccc(Cl)cc1)c1ccccc1	u
Cc1ccc(C(=O)NC(C(=O)N2CCCC2)C2CCN(C(=O)CC(C)C)CC2)cc1 (stereo not given)	56.3%[activator]
CC(C)(C)n1nc(C2CC2)cc1NC(=O)Nc1ccccc1	-2.3%
CCn1c(SCC(=O)Nc2oc(C)c3c(C)n[nH]c(=O)c23)nnc1C1CC1	u
O=C(CS(=O)(=O)c1ccc(N2CCCC2=O)cc1)N1CCOCC1	u
Cc1ccc(S(=O)(=O)N2C[C@H]3C(=O)C[C@@H](c4cccc(Cl)c4)N(S(=O)(=O)c4ccc(C)cc4)[C@H]3C[C@H]2c2ccc(Cl)cc2)cc1	u
CC(C)OCCCNC(=O)c1cc(Nc2cccc(C(F)(F)F)c2)nc2ccccc12	-36.3%
CC1CCC2(CC1)NC(=O)N(CC(=O)NCCc1ccc(Cl)cc1)C2=O (stereo not given)	-8.7%

Next section:
SMILES	12-LOX inh
COc1ccc(OCc2nc(C(=O)N3CCC4(CCCN(C)C4=O)C3)co2)cc1 (stereo not given)	17.2%
CC1CCN(C(=O)c2ncn3c2c(=O)[nH]c2ccccc23)CC1	-5.4%
O=C(NC(c1ccccc1)c1cnccn1)C1CCN(CCOc2ccc(Cl)cc2Cl)CC1 (stereo not given)	u
CN(C)C[C@@H]1CN(c2ncccn2)C[C@H]1NC(=O)c1cnccn1	5.3%
COc1ccccc1/C=C(\C#N)c1nc2ccccc2[nH]1	u
COc1ccc(CCCN2C(=O)O[C@@H]3CN(S(=O)(=O)N4CCCC4)C[C@@H]32)cc1	7.2%
O=S(=O)(NC[C@@H]1CCNC[C@H]1O)N1CCCCCC1	41.1%[activator]
COc1ccc(CNC(=O)CCn2ccn3nc4c(c3c2=O)CCCC4)cc1	19.7%
COc1ccc(-n2cnc3cc(C(=O)N4CCCCC4)ccc3c2=O)cc1Cl	u
CCCCCC(=O)N1C[C@@H](n2cc(-c3ccc(F)cc3)nn2)[C@H](O)C[C@@H]1c1ccccc1	-57.5%
O=C1NCCN2CC3(CCN(S(=O)(=O)c4ccc5c(c4)OCCO5)CC3)CC12 (stereo not given)	79.9%[activator]
Cc1oc(-c2cccs2)nc1C(=O)NCC(C)N1CCOCC1 (stereo not given)	-0.2%
COCCNC(=O)C1(C)CCCN(C(=O)c2cccc(OC(F)(F)F)c2)C1 (stereo not given)	-2.2%
CC(C)=CCCC(C)=CCCC(C)=CCCC(C)=CCCC(C)=CCCC(C)=CCCC(C)=CCCC(C)=CCCC(C)=CCO	-29.4%[57.4 µM]
Cc1ccc2nc([C@H]3CCN(Cc4ccc(S(C)(=O)=O)cc4)C3)[nH]c2c1	34.1%[activator][176 µM]
CC1(C(=O)NS(=O)(=O)c2ccc(Cl)s2)CCN1C(=O)C1(c2ccc(Cl)cc2)CC1 (stereo not given)	u
Cc1cc(=O)oc2cc(OCC(=O)NCCCn3ccnc3)c(Cl)cc12	4.4%
Cc1ccc(CNC(=O)N2C[C@@H](F)C[C@H]2C(=O)N2CCCCC2)cc1	13.5%
CN(C(=O)c1ccc(C(F)(F)F)cc1)C1CCOc2ccccc21 (stereo not given)	-10.7%[176 µM]
Cc1ccc(-c2n[nH]c(=O)c3ccccc23)cc1S(=O)(=O)N1CCCCC1	-9.1%
COC(=O)c1ccc(CNC(=O)NCc2coc(-c3cccs3)n2)cc1	6.6%
CCOC(=O)C1=CC[C@@H](c2ccccc2)N(S(=O)(=O)c2ccc(C)cc2)[C@H]1C#N	u
CCN(CC)C(CNC(=O)c1cc(-c2ccco2)on1)c1ccccc1 (stereo not given)	-20.6%
CCCCn1c(C2NC(=O)NC(C)=C2C(=O)OCC)nc2ccccc21 (stereo not given)	54.2%[activator]
CC(=O)NCCC(=O)N1Cc2ccccc2CC2(CCCCN2CC2CCNC2)C1 (stereo not given)	u
O=C(CCc1ncc(-c2ccc(F)cc2)o1)NC1CCN(Cc2ccccc2)C1 (stereo not given)	-15.6%
CC(C)NC(=S)NNC(=O)c1ccco1	15.0%
Cc1cc(C)cc(N2CCN(c3cc(C4CC(O)C4)nc(C)n3)CC2=O)c1 (stereo not given)	47.8%[activator]
COc1ccc(NC(=O)c2ccc3c(c2)N(C)C2CCCN2C3=O)cc1OC (stereo not given)	5.6%
CC(=O)OC[C@@H]1CN(Cc2ccccc2)C[C@H](n2ccc3c(N)ncnc32)O1	u
O=C(COc1ccc2c(=O)c(-c3ccc(Cl)cc3)coc2c1)N1CCN(c2ncccn2)CC1	-8.1%
Cc1cccc(S(=O)(=O)NC(=O)C2(C)CCN2C(=O)C2(c3ccc(Cl)cc3)CCC2)c1 (stereo not given)	-9.4%
COC(=O)C1=C(O)/C(=C/c2ccc(OCC(=O)Nc3ccc(OC)cc3)cc2)N=C1C	-13.5%
Cn1cnc(S(=O)(=O)N2CCC(Oc3ncccc3C(=O)N3CCOCC3)C2)c1 (stereo not given)	54.7%[activator]
Cc1cccc(OC[C@H]2C[C@@H](NCc3nccn3C)[C@H](O)[C@@H]2O)n1	95.5%[activator]
S=C(NCc1ccncc1)NC1CC1	-45.9%
COCCN1CCN(C(=O)c2cnn(-c3nccc(-c4ccccc4OC)n3)c2-c2ccco2)CC1	u
Fc1ccccc1CN1CCNc2cnc(Oc3ccccc3)cc2C1	-0.5%[176 µM]
COc1ccc(OCC(=O)N2CCCC3(C2)Nc2cccnc2NC3=NC2CCCC2)cc1 (stereo not given)	12.5%
FC(F)(F)c1cccc(N/N=C/c2ccccc2Br)c1	u
COC(=O)CCCn1cc(CN2CC(N3CCCCC3)CS2(=O)=O)nn1 (stereo not given)	12.5%
COc1cc(Cl)ccc1C(=O)N1CCC(OC2CCN(C)CC2)CC1	45.0%[activator]
Cn1cnc(C(=O)N2CCOc3ccc(CCC(=O)NCC4CC4)cc3C2)c1	10.2%
CCN1CC(c2ccccc2)CC2(CCN(C(=O)c3ccn(CC)n3)CC2)C1 (stereo not given)	81.1%[activator]
O=C(CCC1CCN(C(=O)c2ccccc2F)CC1)NCc1ccco1	u
Cc1ccc(C(=O)N2CCC3(CC2)CC(N2CCN(CC(C)C)CC2)CCO3)s1 (stereo not given)	18.6%
NC(=O)c1ccc(NC(=O)C[C@H]2NC(=O)c3ccccc3NC2=O)cc1	56.2%[activator]

Reformatted bar-delimited: part of the list above
Molecule | 12-LOX inh
Cn1cnc(C(=O)N2CCOc3ccc(CCC(=O)NCC4CC4)cc3C2)c1 | 10.2%
CCN1CC(c2ccccc2)CC2(CCN(C(=O)c3ccn(CC)n3)CC2)C1 (stereo not given) | 81.1%[activator]
O=C(CCC1CCN(C(=O)c2ccccc2F)CC1)NCc1ccco1 | u
Cc1ccc(C(=O)N2CCC3(CC2)CC(N2CCN(CC(C)C)CC2)CCO3)s1 (stereo not given) | 18.6%

Assay outcomes from PubChem BioAssay.
